MmCpn inh = inhibitors of Methanococcus maripaludis chaperonin (MmCpn). Potency, µM (series often up to 76.9 µM), for the others: at the top dose activity, negative = inhibition, hits mostly inhibitors. 330,000 compounds, 0.031% hits. purified Mm-Cpn ATPase, ADP Transcreener TR-FRET; also: potency is read from the fitted curve at half-maximal effect; % is scaled to controls: 0 for no effect and ±100 for the full control effect; nearly all actives have a fitted effect of over 80% in size
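Reaction buffer contained 30 mM Tris pH 7.4, 100 mM KCl, 5 mM MgCl2 and 1 mM DTT. Mm-CPN (25 nM final) hydrolysed 10 uM ATP over 30 min at 37°C; ADP was read by HTRF.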
pAkt inh = blocks phosphorylation of Akt. activity change, % for hits at 50 µM. Neuro2A IGF-stimulated pAkt S473 HTRF, 20 min; stronger effect = lower value. 360,000 compounds, 0.32% hits; in the data active = activity change below about -80%; inconclusive = mostly about -51% to -80%; also: % is scaled to controls: 0 for no effect and ±100 for the full control effect
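Neuro2A cells (4,500/well, DMEM with 0.5% FBS) were treated with compound at a single 50 µM final concentration, stimulated with 6 nM IGF for 20 min at 37 °C, and lysed. Phospho-Akt Ser473 was read by HTRF as 665/615 ratio ×10^4.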
D3 ag = D3 dopamine receptor (human) agonism. P35462. AID 652048. D3R DiscoveRx beta-arrestin cells, luminescence, 90 min. 410,000 compounds, 0.58% hits. max activation, %; in the data active = max activation above about 30%; also: 0% is about no effect; mostly tested at two doses, the higher about 12 µM
Target sequence (P35462 whole entry, looked up): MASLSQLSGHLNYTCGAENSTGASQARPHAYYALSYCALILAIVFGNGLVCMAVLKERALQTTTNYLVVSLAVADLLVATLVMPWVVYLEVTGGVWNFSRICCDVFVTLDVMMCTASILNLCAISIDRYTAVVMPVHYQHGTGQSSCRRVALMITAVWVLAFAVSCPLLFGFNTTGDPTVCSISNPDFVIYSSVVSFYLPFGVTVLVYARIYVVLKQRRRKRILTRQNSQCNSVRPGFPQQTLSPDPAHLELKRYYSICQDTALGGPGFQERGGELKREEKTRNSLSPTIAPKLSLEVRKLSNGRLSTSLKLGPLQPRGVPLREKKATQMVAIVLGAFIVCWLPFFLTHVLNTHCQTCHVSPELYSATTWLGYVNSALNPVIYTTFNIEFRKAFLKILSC
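Agonist mode: compounds and dopamine controls were applied to plated cells for 90 min at 37 degrees C after an overnight attachment at 1500 cells/well. Luminescent read-out followed 30 - 60 minutes at room temperature with DiscoveRx detection reagent.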
CCT chaperon mod = modulators of cytosolic chaperonin (CCT/TRiC) activity; 360,000 compounds, 0.3% hits; AID 651819; activity change, % (test concentration not listed), hits read low; purified chaperonin ATPase assay, HTRF ADP detection, 30 min; in the data active = activity change below about -30%; also: % is scaled to controls: 0 for no effect and ±100 for the full control effect
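We incubate TRiC, 40 or 20 nM final, with library compounds at 76 uM and 10 uM ATP for 30 min at 37 °C. ADP formed is detected with Transcreener HTRF reagents after 30 min at room temperature.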
PTHR1 agonist = PTHR1 (human) receptor agonism | Q03431 | HEK293 GP2 PTHR1 cells, GloSensor cAMP luminescence, 1 h | Potency, µM (series often up to 115 µM), inactives show at the highest dose activation, most hits filed as activators | 410,000 compounds, 0.075% hits | AID 743266; also: potency is read from the fitted curve at half-maximal effect; nearly all actives have a fitted effect of over 55% in size; some results filed as inactive show a strong effect at the top dose; inactives centre near -15; many of its hits are not listed in these tables
Target sequence (Q03431 whole entry, looked up): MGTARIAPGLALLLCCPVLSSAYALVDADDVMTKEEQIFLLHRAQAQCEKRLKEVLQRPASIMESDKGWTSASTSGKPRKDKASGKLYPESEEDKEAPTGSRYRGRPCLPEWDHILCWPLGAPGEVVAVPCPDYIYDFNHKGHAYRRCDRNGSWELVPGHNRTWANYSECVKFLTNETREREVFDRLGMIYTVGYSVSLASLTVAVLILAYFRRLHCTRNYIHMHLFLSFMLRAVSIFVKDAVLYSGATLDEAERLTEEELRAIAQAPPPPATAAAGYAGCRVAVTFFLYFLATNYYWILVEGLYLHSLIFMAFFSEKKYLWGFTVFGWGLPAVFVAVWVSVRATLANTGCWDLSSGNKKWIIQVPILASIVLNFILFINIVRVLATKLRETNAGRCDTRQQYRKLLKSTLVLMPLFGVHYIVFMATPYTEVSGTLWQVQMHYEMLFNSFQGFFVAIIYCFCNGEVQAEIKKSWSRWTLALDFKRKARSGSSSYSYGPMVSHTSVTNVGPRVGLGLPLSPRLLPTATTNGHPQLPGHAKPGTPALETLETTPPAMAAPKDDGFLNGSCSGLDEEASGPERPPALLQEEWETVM
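HEK-293-derived GP2 cells expressing PTHR1 and a GloSensor cAMP reporter, 3,000/well, plated overnight, given luciferin plus IBMX (each 0.5 mM as added) for 1 h at 37 °C, then compound for 1 h at 37 °C. Luminescence was read after 15 min at room temperature.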
EPAC2 antag = blocks human EPAC2 exchange factor | Q8WZA2 | EPAC2 GEF exchange of Rap1B-BODIPY-GDP, fluorescence | Potency, µM (top dose mostly 114 µM), inactives show at the top dose activity, negative = inhibition, hits mostly inhibitors | 360,000 compounds, 0.18% hits | AID 720708; also: potency is read from the fitted curve at half-maximal effect; % is scaled to controls: 0 for no effect and ±100 for the full control effect; nearly all actives have a fitted effect of over 45% in size; many of its hits are not listed in these tables
EPAC2 ag = agonists of human EPAC2 (RAPGEF4) | Q8WZA2 | EPAC2 activation, biochemical qHTS; response scale: 100% = 6.5 mM cAMP response | Potency, µM (series often up to 154 µM), inactives show at the highest dose activation, hits mostly activators | 360,000 compounds, 0.079% hits | AID 720711; also: potency is read from the fitted curve at half-maximal effect; nearly all actives have a fitted effect of over 50% in size
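Guanine nucleotide exchange by EPAC2 is measured as reduced fluorescence of BODIPY-GDP once it is released from 250 nM Rap1B. Plates are read kinetically for 30 min at room temperature; results are scaled to 6.5 mM cAMP.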
D3 antag = antagonists of human D3 dopamine receptor | P35462 | D3R cells, DiscoveRx beta-arrestin luminescence, antagonist mode; stronger effect = lower value | max response, negative = inhibition, % | 360,000 compounds, 2.5% hits; in the data active = max response below about -50%; inconclusive = no clear call, values can overlap the other calls; also: % is scaled to controls: 0 for no effect and ±100 for the full control effect; mostly tested at two doses, the higher about 12 µM
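Cells expressing the human receptor were seeded at 1500 cells/well, incubated overnight at 37 degrees C in 5% CO2, then exposed to library compounds with dopamine controls for 90 minutes at 37 degrees C before luminescent detection.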
* = called active by the depositor; i = inactive; ? = inconclusive; . = not tested or not shown; & = joins results of further samples; [ ] = dose if it differs, or a comment. Unless noted, calls follow the shape of the dose curve; as a rule, active = well fitted curve in the direction sought with a large enough effect; inconclusive = small, poorly fitted or top-dose-only effect, or another doubt; inactive = no such curve, though single readings can be large; an effect the other way counts as inactive or inconclusive. These rows are one share of the data; rates above refer to the full screens.

SMILES	MmCpn inh	pAkt inh	D3 ag	CCT chaperon mod	PTHR1 agonist	EPAC2 antag	EPAC2 ag	D3 antag
O=C(c1cnc(Cl)c(Cl)c1)N1CCN(S(=O)(=O)c2cccs2)CC1	.	i	0	0.2	i	-7%	8%	-7
COc1ccc(CCNC(=O)c2nnc(Cc3ccc(Cl)cc3)o2)cc1OC	1%	i	7&-8	-1.6	-17%&-34%	-1%	1%	-20
CCSc1ncnc2c1oc1ccccc12	0%	i	-1	-1.0	i	-2%	7%	-5
CCN(C(=O)COC(=O)C1CCN(S(=O)(=O)c2ccc3c(c2)OCCO3)CC1)C1CCS(=O)(=O)C1 (centres undefined)	2%	i	-19	-0.9	i	9%	3%	-9
CC(C)(C)c1cc(CCC(=O)NCC2CCCO2)cc(C(C)(C)C)c1O (centres undefined)	-11%	i	7	-3.0	-14%	-7%	-2%	0
CCCNC(=O)C1(C)CCCN(C(=O)COc2ccc(Cl)cc2Cl)C1 (centres undefined)	.	i	-5	0.1	-33%[inhibitor]	23%	-5%	-3
CCOc1ccc(-c2nnc(SCC(=O)N(CC)CC)n2N)cc1	1%	i	2	-2.3	i	8%	2%	11
O=C(NNC(=O)c1ccccc1[N+](=O)[O-])c1ccc(NS(=O)(=O)c2cccs2)cc1	2%	i	-8	-1.2	i	0%	3%	-9
COc1ccc(S(=O)(=O)Nc2cccc3c2O[C@H](CN(C)S(=O)(=O)c2ccc(F)cc2)[C@H](C)CN([C@H](C)CO)C3=O)cc1	1%	i	-12	-1.0	i	0%	-5%	2
CCN(CC)S(=O)(=O)c1ccc(O)c(NS(=O)(=O)c2ccccc2F)c1	2%	i	2	-4.7	-44%[inhibitor]	-3%	2%	-16
Cc1ccc(NC(=O)[C@H](NC(=O)[C@@H]2Cc3ccccc3CN2)c2ccccc2)cc1	3%	i	-18	-0.9	-17%	1%	13%	-100*
CC1(C)Cc2c(C#N)c(SCc3ccccc3)nc(N3CCOCC3)c2CO1	0%	i	4	0.0	-22%[57.5 µM]	-9%	7%	38
C[C@H](CO)N1C[C@H](C)[C@@H](CN(C)CC2CCCCC2)Oc2c(NS(=O)(=O)c3cn(C)cn3)cccc2C1=O	1%	i	3	-1.9	-16%	0%	9%	5
COc1ccc(CCNC(=O)c2cc(COc3c(F)cccc3F)on2)c(OC)c1	-1%	i	9	1.2	-23%	-4%	15%	-7
C/C(=N\NC(=O)c1ccc(O)cc1O)c1cccnc1	1%	i	-3	-1.3	-7%	20%	2%	2
Cc1ccc(S(=O)(=O)N2CCC[C@H]2C(=O)OCC(=O)c2ccc3c(c2)NC(=O)CO3)cc1	1%	i	2	-1.3	-30%[inhibitor]	-2%	16%	2
CCOc1ccc(NC(=O)CCNC(=O)c2ccco2)cc1	2%	i	0	-1.6	-2%	9%	4%	-2
O=C(Nc1ccc2c3c(cccc13)CC2)c1cccc([N+](=O)[O-])c1	0%	i	-7	-0.8	i	-2%	12%	-8
CCC(C)NC(=O)C1CCN(S(=O)(=O)c2ccc(OC)cc2)CC1 (centres undefined)	0%	i	4	0.8	-2%	6%	5%	29
COC(=O)Nc1nnc(COc2ccccc2)s1	-1%	i	-17	1.4	i	4%	3%	-20

Entries of single compounds, looked up by structure. Order of screens: MmCpn inh	pAkt inh	D3 ag	CCT chaperon mod	PTHR1 agonist	EPAC2 antag	EPAC2 ag	D3 antag
Entry for Cc1ccc(NC(=O)[C@H](NC(=O)[C@@H]2Cc3ccccc3CN2)c2ccccc2)cc1 → 3%	i	-18	-0.9	-17%	1%	13%	-100*
Entry for O=C(NNC(=O)c1ccccc1[N+](=O)[O-])c1ccc(NS(=O)(=O)c2cccs2)cc1 → 2%	i	-8	-1.2	i	0%	3%	-9
Entry for COc1ccc(CCNC(=O)c2nnc(Cc3ccc(Cl)cc3)o2)cc1OC → 1%	i	7&-8	-1.6	-17%&-34%	-1%	1%	-20
Entry for CCOc1ccc(-c2nnc(SCC(=O)N(CC)CC)n2N)cc1 → 1%	i	2	-2.3	i	8%	2%	11
Entry for CCCNC(=O)C1(C)CCCN(C(=O)COc2ccc(Cl)cc2Cl)C1 (centres undefined) → .	i	-5	0.1	-33%[inhibitor]	23%	-5%	-3

Three structures from above, arranged by formula weight, highest first:
SMILES	MmCpn inh	pAkt inh	D3 ag	CCT chaperon mod	PTHR1 agonist	EPAC2 antag	EPAC2 ag	D3 antag
CCN(C(=O)COC(=O)C1CCN(S(=O)(=O)c2ccc3c(c2)OCCO3)CC1)C1CCS(=O)(=O)C1 (centres undefined)	2%	i	-19	-0.9	i	9%	3%	-9
O=C(c1cnc(Cl)c(Cl)c1)N1CCN(S(=O)(=O)c2cccs2)CC1	.	i	0	0.2	i	-7%	8%	-7
CCC(C)NC(=O)C1CCN(S(=O)(=O)c2ccc(OC)cc2)CC1 (centres undefined)	0%	i	4	0.8	-2%	6%	5%	29

(list continues)
SMILES	MmCpn inh	pAkt inh	D3 ag	CCT chaperon mod	PTHR1 agonist	EPAC2 antag	EPAC2 ag	D3 antag
CC(C)Oc1ccc(S(=O)(=O)N2CCOCC2)cc1NC(=O)CCCSc1ccccc1	0%	i	-5	0.0	i	7%	5%	-8
CCc1nc2ccc(C(=O)Nc3cccc(OC)c3)cn2c1N(C)CCCc1ccccc1	.	i	-5	0.5	i	-14%	8%	7
COc1ccc(NS(=O)(=O)c2cc(C(=O)OC(C)C(=O)N3CCOCC3)ccc2Cl)cc1 (centres undefined)	1%	i	-1	2.4	i	8%	-6%	7
Cc1ccc(SCC2(O)CCN(S(=O)(=O)c3ccc(Cl)cc3)CC2)cc1	-2%	i	-3	-2.5	-37%[inhibitor]	-10%	25%	7
O=C(Nc1ccccc1N1CCN(c2ccccc2)CC1)C1CCCCC1	-1%	i	0	0.5	i	-1%	16%	6
NCCc1nnc(SCC(=O)Nc2ccc(Br)cc2)o1	2%	i	-7	-0.8	-24%	15%	6%	-3
CCOC(=O)C(=CNc1ccc(N2CCOCC2)cc1)C(=O)OCC	-6%	i	5	0.9	i	0%	2%	78
COC(=O)c1c(NC(=O)CSc2nc3ccccc3c(=O)n2-c2ccccc2)sc(C)c1C	-1%	i	2	2.3	i	5%	1%	2
COc1cc(C(O)c2nc(-c3cc4ccccc4o3)cs2)ccc1F (centres undefined)	.	i	12	1.6	-21%	-11%	17%	4
OCc1nc2ccccc2n1CCCOc1ccccc1	1%	i	-2	2.3	-23%	11%	9%	-12
O=C(O)CCCCCn1c(SCC(=O)N2CCCC2)nc2ccsc2c1=O	1%	i	1	-3.8	-5%[57.5 µM]	6%	1%	?
CC1=C(C(=O)OCc2ccccc2)C(c2ccc(N3CCOCC3)cc2)NC(=O)N1 (centres undefined)	0%	i	6	-0.3	-4%[57.5 µM]	1%[57.1 µM]	-23%	?
Cc1c(OC(C)C(=O)NCCCn2ccnc2)ccc2c3c(c(=O)oc12)CCC3 (centres undefined)	1%	i	6	1.3	-48%[inhibitor]	4%	-1%	5
CCC(=O)c1cc(F)ccc1OCC(=O)Nc1ccc2c(c1)OCCO2	-1%	i	2	-3.3	-53%[inhibitor]	-10%	4%	-6
O=C(COC(=O)c1ccc([N+](=O)[O-])s1)NCc1ccccc1	-1%	i	0	-1.1	-11%	-2%	2%	7
Cc1cc(Nc2cccc([N+](=O)[O-])c2)c2cccc(C)c2n1	1%	i	-18	-0.5	-11%	-15%	9%	-15
CC(=O)c1ccc(OCc2cc(C(=O)N3CCC(Oc4ccccc4C)CC3)no2)cc1	-2%	i	5	1.4	-28%	-11%	4%	3
C/C=C/c1ccc(OCCCNCC(C)O)c(OC)c1 (centres undefined)	-4%	i	-5	2.0	-27%[57.5 µM]	13%	12%	-2
Cc1ccc(C)c(CSC2=NN3CCCC(=O)N=C3S2)c1	0%	i	-1	-0.1	i	-24%	1%	1
O=C(Cn1nc(-c2ccc(Cl)cc2)c2ccccc2c1=O)Nc1cccnc1	0%	i	1	2.1	-32%[inhibitor]	8%	6%	-8

3 compounds from above, showing only PTHR1 agonist, MmCpn inh and EPAC2 ag.
| mol | PTHR1 agonist | MmCpn inh | EPAC2 ag |
| --- | --- | --- | --- |
| CC(=O)c1ccc(OCc2cc(C(=O)N3CCC(Oc4ccccc4C)CC3)no2)cc1 | -28% | -2% | 4% |
| C/C=C/c1ccc(OCCCNCC(C)O)c(OC)c1 (centres undefined) | -27%[57.5 µM] | -4% | 12% |
| Cc1ccc(C)c(CSC2=NN3CCCC(=O)N=C3S2)c1 | i | 0% | 1% |

Additional results follow.
SMILES	MmCpn inh	pAkt inh	D3 ag	CCT chaperon mod	PTHR1 agonist	EPAC2 antag	EPAC2 ag	D3 antag
Cc1cccc(C)c1NC(=O)CNC(=O)C(C)N1CCN(c2cccc(Cl)c2)CC1 (centres undefined)	2%	i	4	1.0	-29%	4%	7%	1
CCC(C)(C)NC(=O)C(c1ccc(C)o1)N(C(=O)c1csnn1)c1cccc(F)c1 (centres undefined)	2%	i	7	-6.8	i	15%	6%	-30
COc1cc(C)c(NC(=S)Nc2ccc(C)c(Cl)c2)cc1OC	1%	i	-6	1.3	i	7%	-2%	-22
CCOC(=O)c1c(-c2cccc(N)c2)cn2ccccc12	-6%	i	0	-2.6	-22%	16%	9%	2
Brc1ccccc1-n1nnc(-c2ccnc3ccccc23)n1	.	i	28	-0.8	-48%[inhibitor]	16%	12%	-7
CCC(Sc1nccn1C)C(=O)Nc1nnc(C)s1 (centres undefined)	1%	i	-10	-2.3	-21%	22%	1%	?
O=C(N/C(=C\c1cccnc1)C(=O)N1CCCCC1)c1cccc(Br)c1	0%	i	3	0.5	i	15%	-2%	8
Cn1nnc2cc(C(=O)Nc3ccccc3F)ccc21	0%	i	1	-1.7	i	5%	5%	4
CN1CCn2c1nc(N1CCOCC1)nc2=O	1%	i	1	0.5	i	2%	3%	12

Exported as labelled records: 2 of the compounds above
> Brc1ccccc1-n1nnc(-c2ccnc3ccccc23)n1
  MmCpn inh: .
  pAkt inh: i
  D3 ag: 28
  CCT chaperon mod: -0.8
  PTHR1 agonist: -48%[inhibitor]
  EPAC2 antag: 16%
  EPAC2 ag: 12%
  D3 antag: -7
> CCC(Sc1nccn1C)C(=O)Nc1nnc(C)s1 (centres undefined)
  MmCpn inh: 1%
  pAkt inh: i
  D3 ag: -10
  CCT chaperon mod: -2.3
  PTHR1 agonist: -21%
  EPAC2 antag: 22%
  EPAC2 ag: 1%
  D3 antag: ?

Screening data deposited in PubChem by National Center for Advancing Translational Sciences (NCATS).
